ABHD5-PLIN5 inh – blocks binding of human ABHD5 to perilipin-5. Q00G26+Q8WTS1. Split G. princeps luciferase complementation, luminescence, 4 h. inhibition, % at 4 µM. 360,000 tested, 0.78% active. AID 602281;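 active means inhibition above the mean inhibition across every tested compound plus 3 SD, cut at about 22% in these data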;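 further: 0% = DMSO only wells and the 100% control is not disclosed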
NOD2 RIPK2 PPI – NOD2-RIPK2 protein interaction inhibition | CHO BLA complementation NOD2-RIPK2, CCF4 ratio | inhibition, % at 4.98 µM | 360,000 tested, 0.38% active; in the data active means inhibition above about 21%;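 further: 0% = vehicle only and 100% = reference blocker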
Target sequence (O43353 whole entry, looked up): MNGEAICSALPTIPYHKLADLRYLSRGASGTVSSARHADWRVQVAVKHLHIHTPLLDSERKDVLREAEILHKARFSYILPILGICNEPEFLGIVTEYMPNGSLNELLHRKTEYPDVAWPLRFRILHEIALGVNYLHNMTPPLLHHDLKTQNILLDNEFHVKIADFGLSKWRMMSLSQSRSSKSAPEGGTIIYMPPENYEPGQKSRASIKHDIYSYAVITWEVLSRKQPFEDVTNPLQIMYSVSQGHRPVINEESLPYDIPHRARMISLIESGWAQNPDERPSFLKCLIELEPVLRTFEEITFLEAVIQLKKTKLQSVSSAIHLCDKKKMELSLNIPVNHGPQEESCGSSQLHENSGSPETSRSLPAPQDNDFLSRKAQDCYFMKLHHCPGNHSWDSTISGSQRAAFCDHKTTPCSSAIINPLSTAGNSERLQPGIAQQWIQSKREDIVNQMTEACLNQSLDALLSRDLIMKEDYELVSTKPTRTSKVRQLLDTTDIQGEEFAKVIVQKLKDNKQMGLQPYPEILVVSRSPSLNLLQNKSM
Granule exo inh – blocks lytic granule exocytosis; TALL-104 LAMP-1 surface exposure, flow cytometry; cells stimulated with thapsigargin and PMA; inhibition, % at 10 µM; 360,000 tested, 0.66% active; AID 651702;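 active means inhibition above about 55%, limit read from the data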
TLR9-MyD88 block – blocks human TLR9 binding to MyD88. Q9NR96+Q99836. inhibition, % at 4.98 µM. AID 504734. CHO BLA complementation TLR9-MyD88, CCF4 FRET ratio. 340,000 tested, 0.21% active;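 active means inhibition above the mean over all tested compounds plus 3 SD, cut at about 21% in these data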;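 further: 0% = DMSO only wells and 100% = clavulanate BLA inhibitor control wells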
NCOA3 inh – inhibitors of human steroid receptor coactivator 3 (SRC3) | Q9Y6Q9 | HEK293 GAL4-SRC3 luciferase reporter, luminescence | inhibition, % at 3.6 µM | 360,000 tested, 0.17% active | AID 588352;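 active means inhibition above a per-campaign cutoff, the mean of all compounds plus 3 SD, cut at about 60% in these data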;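 further: 0% = DMSO-treated cells and 100% = gossypol-treated cells at 36 µM; higher means less SRC3-driven luciferase light from the GAL4 reporter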
TWEAK Fn14 block – blocks TWEAK-Fn14 interaction in a reporter cell assay; TWEAK-stimulated Fn14 reporter cells, luciferase luminescence, 8 h; inhibition, % at 10 µM; 360,000 tested, 2% active; AID 1159606; in the data active means inhibition above about 50%
SRC1 inh – human NCOA1 inhibition; Q15788; HEK293 GAL4-SRC1 luciferase reporter, luminescence; inhibition, % at 3.6 µM; 360,000 tested, 0.12% active;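 active means inhibition above the campaign mean plus 3 SD, with each screening campaign given its own cutoff, cut at about 60% in these data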;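 further: 0% = DMSO treated cells and 100% = gossypol at 36 µM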
TROY NFkB inh – blocks TROY-dependent signaling in reporter cells; Q293 LMP1-TROYcd NF-kB luciferase reporter, 4 h; inhibition, % at 10 µM; 360,000 tested, 0.98% active;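 active means compounds whose plate-normalised and pattern-corrected inhibition of the luciferase reporter signal at the single screening dose is 50% or more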
COUP-TFII inh – inhibitors of human COUP-TFII (NR2F2) | HEK293T NGFI-A luciferase reporter, luminescence | P24468 | AID 686940 | 370,000 tested, 0.7% active | inhibition, % at 8.6 µM;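 active means inhibition above a per-plate cutoff, mean inhibition of test wells between control levels plus 3 SD, cut at about 38% in these data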;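 further: cells cotransfected with COUP-TFII expression vector driving the NGFI-A reporter; 0% = median of COUP-TF2 test wells and 100% = reporter-only cells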
NR5A2 inv ag – NR5A2 inverse agonism in reporter assay; O00482; HEK293T StAR-luciferase reporter, LRH-1 transfected, 24 h; inhibition, % at 3.6 µM; 360,000 tested, 0.13% active; AID 602396;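 active means inhibition above the mean inhibition of all tested compounds plus 3 SD, cut at about 73% in these data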;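 further: 0% = DMSO wells and 100% = reporter-only cells lacking LRH-1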
Target sequence (O00482 whole entry, looked up): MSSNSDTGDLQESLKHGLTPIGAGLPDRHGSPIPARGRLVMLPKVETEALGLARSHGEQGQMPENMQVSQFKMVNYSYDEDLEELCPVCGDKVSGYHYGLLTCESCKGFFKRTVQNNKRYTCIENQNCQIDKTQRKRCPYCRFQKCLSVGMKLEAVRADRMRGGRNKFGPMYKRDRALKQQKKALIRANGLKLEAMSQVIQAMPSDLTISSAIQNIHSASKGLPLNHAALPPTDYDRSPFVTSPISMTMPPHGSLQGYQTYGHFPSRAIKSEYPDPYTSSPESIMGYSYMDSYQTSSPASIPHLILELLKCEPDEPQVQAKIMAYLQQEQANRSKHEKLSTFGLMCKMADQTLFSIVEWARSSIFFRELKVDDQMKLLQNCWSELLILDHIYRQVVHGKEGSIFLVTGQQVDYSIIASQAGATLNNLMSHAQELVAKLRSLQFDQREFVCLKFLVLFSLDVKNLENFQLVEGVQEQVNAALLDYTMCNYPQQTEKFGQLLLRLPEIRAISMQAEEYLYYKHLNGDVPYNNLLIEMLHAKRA
NCOA2 inhibitor – human SRC2 (NCOA2) inhibition | Q15596 | HEK293 GAL4-SRC2 luciferase reporter, luminescence | inhibition, % at 9 µM | 370,000 tested, 0.17% active;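 active means inhibition above the mean inhibition of all tested compounds plus 3 SD, set per campaign, cut at about 52% in these data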;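 further: 0% = DMSO treated cells and 100% = cells given Gossypol at 36 µM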
Active calls of the source: *; nt = no result given.

Values in the order: ABHD5-PLIN5 inh, NOD2 RIPK2 PPI, Granule exo inh, TLR9-MyD88 block, NCOA3 inh, TWEAK Fn14 block, SRC1 inh, TROY NFkB inh, COUP-TFII inh, NR5A2 inv ag, NCOA2 inhibitor
O=C(CC[C@H]1O[C@@H](n2ccc(=O)[nH]c2=O)[C@H](O)[C@@H]1O)N1CCN(c2ccccn2)CC1
→ 4, -1, -3, nt, 23, 15, -12, -3, -18, 9, -35
CN(C)c1nc(NCc2ccccc2)nc(SCC(=O)Nc2ccccc2Cl)n1
→ 3, 8, -5, -3, 13, -20, 1, 7, 0, -6, -30
CCc1nc2ccc(C(=O)Nc3cccc(OCC(=O)N(C)C)c3)cn2c1N(CC)CCN(C)C
→ -5, 1, -7, nt, -10, -14, 8, -2, -3, 14, 22
COc1ccc2[nH]c(=O)c(CN(C(=O)C3CCCO3)c3ccc(C)cc3)cc2c1 (stereo unspecified)
→ 2, -8, -2, -7, 18, -25, 8, -11, -18, -3, -4
Cc1ccccc1N1C(=O)c2cccc3cccc(c23)C1=O
→ 2, -1, 1, -17, -10, -24, -6, 18, -11, -1, -15
CC(=O)c1ccc([N+](=O)[O-])c(CS(=O)(=O)c2ccc(Cl)cc2)c1
→ 1, -11, -22, -11, 7, -7, 2, 3, 2, 6, -5
Cc1c(C)c2ccc(OCC(=O)N3CCN(C(=O)C4COc5ccccc5O4)CC3)cc2oc1=O (stereo unspecified)
→ 2, -1, 5, 12, 2, -11, -7, 5, 1, 50, -45
Cc1cccc(NC(=O)CSc2nccn2Cc2ccco2)c1C
→ 9, -1, -11, -2, -64, -11, -42, -34, 1, -8, -29
Clc1cccc2sc(N3CCCC3)nc12
→ 1, 2, -3, 2, -30, -7, -63, -15, -20, -11, -42
Cc1[nH]c2ccccc2c1/C=N/NC(=O)CNC(=O)c1ccc2c(c1)OCO2
→ 2, 2, -1, 6, 15, 17, 7, -5, 10, 7, -10
O=S(=O)(Nc1ccc(Cl)cn1)c1cnc(Cl)c(Br)c1
→ -2, -13, 1, 1, 1, 9, -6, 23, -3, -2, 1
Cc1ccc(Sc2cnccc2C#N)cc1
→ 2, -6, -2, 0, -9, 17, 10, -6, -4, -15, -9
Cc1cc(Oc2ncccc2[N+](=O)[O-])c2cc(Cl)ccc2n1
→ -1, 10, -5, -2, 8, 34, 9, 6, 6, 11, 19
COc1ccccc1NC(=S)N(CCN1CCOCC1)Cc1ccccc1F
→ -8, 2, 0, 6, 2, -12, 3, 11, -15, -1, -2
O[C@@H]1CN(CC2CCCCC2)[C@@H](c2ccc(Cl)cc2)C[C@H]1n1cc(C2CC2)nn1
→ 0, -6, 11, -14, -5, 46, 1, 18, 7, -16, -18
COc1ccc(C(C)(C)C)cc1NC(=O)COc1ccc(-c2nnco2)cc1
→ 5, -19, 1, -7, -12, -6, -3, 17, 6, 6, 23
CCOc1ccc(CCNC(=O)c2nccnc2C(=O)O)cc1OCC
→ 3, -9, -2, -8, 3, 8, -3, 6, -12, 20, 8
COc1ccccc1C(CNC(=O)C1CC(=O)N(Cc2ccccc2)C1)N1CCCC1 (stereo unspecified)
→ 5, -14, 4, -5, 12, 3, 0, -5, -8, -28, -13
Cn1c(SCC(=O)NC(=O)CN2CCCC2=O)nnc1-c1ccc(F)cc1
→ 3, 2, 10, 1, 20, 15, 4, 2, 5, 1, -3
CCOc1ccc(C2NC(=O)c3ccccc3O2)cc1 (stereo unspecified)
→ 1, 7, -3, 3, -16, -1, -18, 6, 8, 6, -42
CC(=O)NC(c1ccccc1)c1nc(-c2csc3ccccc23)cs1 (stereo unspecified)
→ 5, 1, -5, nt, -12, -14, -12, -31, -12, 18, -3
Cc1ccc(C(=O)Oc2ccc(C(=O)COC(=O)C3CC(=O)N(Cc4ccco4)C3)cc2)cc1 (stereo unspecified)
→ 8, 5, 1, 16, -3, 4, -9, -78, nt, 16, nt
CS(=O)(=O)c1ccccc1C(=O)N(CCc1ccccc1)Cc1ccccc1
→ 5, 16, -1, -1, -4, -4, -9, -8, 8, 18, -4
CN(C)S(=O)(=O)c1ccc(Cl)c(C(=O)Nc2ccccc2[N+](=O)[O-])c1
→ -3, -14, 6, -4, 4, 7, -14, -8, -5, 9, -6
CC1(C)CC(=O)C(C(N)=NC(=O)c2ccc([N+](=O)[O-])cc2)=C(O)C1
→ 4, -5, 4, -1, -2, -9, -4, -28, -5, -2, -26
COCCNC(=S)NCc1cccs1
→ 5, 2, -2, -4, -1, -1, 7, 14, -5, 0, 2
Cn1c(-c2cccc(Br)c2)cnc1NCc1cccnc1
→ -6, -4, 0, 1, -3, 0, -16, -2, -12, -22, -13
N#Cc1nc(-c2ccc(F)cc2)oc1NCc1ccccc1
→ 6, -9, 4, -2, -17, -5, -3, -28, -11, -35, 11
COCCn1c(SCC(=O)N2CCCc3ccccc32)nc2ccccc2c1=O
→ 6, 2, -2, -3, 14, 30, 6, 10, 24, 5, 17
C=CCN1CCN(C(=O)c2cc3c(s2)CCCC3)CC1
→ 0, 2, 2, -1, -5, -19, -16, -22, 1, 18, -29

Reformatted as tab-separated lines: ten of the compounds above
SMILES	ABHD5-PLIN5 inh	NOD2 RIPK2 PPI	Granule exo inh	TLR9-MyD88 block	NCOA3 inh	TWEAK Fn14 block	SRC1 inh	TROY NFkB inh	COUP-TFII inh	NR5A2 inv ag	NCOA2 inhibitor
O=C(CC[C@H]1O[C@@H](n2ccc(=O)[nH]c2=O)[C@H](O)[C@@H]1O)N1CCN(c2ccccn2)CC1	4	-1	-3	nt	23	15	-12	-3	-18	9	-35
CN(C)c1nc(NCc2ccccc2)nc(SCC(=O)Nc2ccccc2Cl)n1	3	8	-5	-3	13	-20	1	7	0	-6	-30
CCc1nc2ccc(C(=O)Nc3cccc(OCC(=O)N(C)C)c3)cn2c1N(CC)CCN(C)C	-5	1	-7	nt	-10	-14	8	-2	-3	14	22
COc1ccc2[nH]c(=O)c(CN(C(=O)C3CCCO3)c3ccc(C)cc3)cc2c1 (stereo unspecified)	2	-8	-2	-7	18	-25	8	-11	-18	-3	-4
Cc1ccccc1N1C(=O)c2cccc3cccc(c23)C1=O	2	-1	1	-17	-10	-24	-6	18	-11	-1	-15
CC(=O)c1ccc([N+](=O)[O-])c(CS(=O)(=O)c2ccc(Cl)cc2)c1	1	-11	-22	-11	7	-7	2	3	2	6	-5
Cc1c(C)c2ccc(OCC(=O)N3CCN(C(=O)C4COc5ccccc5O4)CC3)cc2oc1=O (stereo unspecified)	2	-1	5	12	2	-11	-7	5	1	50	-45
Cc1cccc(NC(=O)CSc2nccn2Cc2ccco2)c1C	9	-1	-11	-2	-64	-11	-42	-34	1	-8	-29
Clc1cccc2sc(N3CCCC3)nc12	1	2	-3	2	-30	-7	-63	-15	-20	-11	-42
Cc1[nH]c2ccccc2c1/C=N/NC(=O)CNC(=O)c1ccc2c(c1)OCO2	2	2	-1	6	15	17	7	-5	10	7	-10

(more compounds)
Values in the order: ABHD5-PLIN5 inh, NOD2 RIPK2 PPI, Granule exo inh, TLR9-MyD88 block, NCOA3 inh, TWEAK Fn14 block, SRC1 inh, TROY NFkB inh, COUP-TFII inh, NR5A2 inv ag, NCOA2 inhibitor
NC(=O)c1ccc(NC(=O)CNCc2ccccc2Cl)cc1
→ -10, -7, 11, 0, -11, -9, -12, -40, -26, -20, -72
COc1cccc(NC(=O)c2ccc3c(SCC(=O)O)c4c(nc3c2)CCCC4)c1
→ 16, -5, 1, 3, -3, -6, 7, -30, -14, -5, 21
CCCC(=O)Nc1nc2ccc(NC(=O)c3ccccc3F)cc2s1
→ 5, 5, 1, 9, -10, 2, 3, -13, -5, 8, 5
COc1ccc(NC(=O)c2cc3c(s2)CCC(C)C3)cc1S(=O)(=O)N1CCOCC1 (stereo unspecified)
→ 4, 1, 1, -3, 22, 79*, 25, 51*, 60*, 23, 13
O=C(c1nc2nc(-c3ccc(Cl)cc3)cc(C(F)(F)F)n2n1)N1CCOCC1
→ -2, -2, 0, -11, 15, 12, -15, -6, -7, -6, -53
COc1cccc(NC(=O)CSc2nnc3ccc(-c4ccccn4)nn23)c1
→ -7, 4, -7, 6, -15, -3, 5, 18, -6, -13, -9
COc1ccc2c(c1OC)OCC2C (stereo unspecified)
→ -6, -6, -1, -3, -2, 11, -14, 14, -4, 18, 10
Cc1ccc(S(=O)(=O)NC2CCSC2=O)cc1C (stereo unspecified)
→ -3, -1, -1, 1, -11, -6, -5, -7, 1, 8, 25
CC1=Nn2c(nnc2C2CCCCC2)SC1
→ 4, -8, -2, -3, -18, -1, 3, -16, -16, -7, -10
COc1ccc(NC(=O)CSc2c3c(nc4ccccc24)CCCC3)c(OC)c1
→ 25*, 5, -1, -9, 21, 29, 3, -7, 23, 5, -5
O=C(C[n+]1ccc(/C=N/O)cc1)NC1CCCCC1
→ 1, 3, -2, 0, -8, -8, -8, 4, 12, 3, -14
COc1ccccc1NS(=O)(=O)c1cccc(C(=O)NNC(=O)c2ccc(Cl)nc2)c1
→ 0, -11, 20, -2, 10, 8, 3, 3, 0, -5, 10
O=C(CSc1cccc[n+]1[O-])Nc1cc2c(cc1Cl)C(=O)c1ccccc1C2=O
→ -10, -14, 3, 1, -112, -41, -102, -33, -52, -76, -57
O=C(Nc1cccc(F)c1)C1CCCN(c2cnccn2)C1 (stereo unspecified)
→ -4, -4, 6, -5, 9, 15, 0, -5, -12, 1, 3
NC(=O)C1CC(=O)N(c2ccc(OCC(=O)Nc3ccccc3F)cc2)C1 (stereo unspecified)
→ 8, -4, 2, -16, -58, 13, -92, -36, -31, -96, -40
O=C(N/N=C/c1cc2ccccc2nc1Cl)[C@H]1C[C@@H]1c1ccccc1
→ -4, -10, -2, -3, 13, 16, -8, 29, 8, 4, 18
Cn1c(=O)c2c(nc(SCc3nc(N)nc(N4CCCCC4)n3)n2C)n(C)c1=O
→ 6, -3, -4, -3, 17, 31, 2, 14, -1, 13, -1
Nc1ccn([C@@H]2O[C@H](CNCc3ccc(Oc4cc(-n5cccn5)ncn4)cc3)[C@@H](O)[C@H]2O)c(=O)n1
→ 7, -7, 1, -1, -8, 0, -2, -24, -8, 17, -1
COC(=O)[C@@]1(Cc2ccccc2)[C@H]2C(=O)N(Cc3ccccc3)C(=O)[C@H]2[C@H]2CN=C(SCc3ccc(C)cc3)N21
→ -7, -2, 1, -8, -1, 14, 5, 1, nt, 10, nt
NC(=O)c1ccccc1NC(=O)CSc1cn[nH]n1
→ 0, 3, -1, -2, 12, 16, -30, -1, 4, -14, 5
Nc1[nH]c(N=NC(=O)c2ccccc2)c2ccccc12
→ 6, -14, 1, -18, 0, 12, 1, 0, -14, 6, -14
C=C(C)C1Cc2c(C)nn(-c3nc(C)cc(C)n3)c2C1 (stereo unspecified)
→ 0, 0, -2, -2, -2, -6, 7, -1, 8, 4, -16
CCOc1ccc(N(C(=O)c2cc3ccccc3oc2=O)C2C=CS(=O)(=O)C2)cc1 (stereo unspecified)
→ 3, 4, -3, 4, 6, -16, 2, 13, 4, 13, 1
CC(=O)Nc1ccc(Nc2nc(-c3sc(C)nc3C)cs2)cc1
→ -7, 10, -2, -12, 1, 12, -12, 13, 22, -8, 1
COc1cc2c(cc1OC)C(CC#N)=NC(C)(C)C2
→ 5, -7, -2, 3, 2, 16, -30, 9, nt, 14, nt
CC(C)CN(C(=O)/C=C/c1nc2ccccc2s1)C1CCS(=O)(=O)C1 (stereo unspecified)
→ 8, 4, -1, 0, -10, 9, -5, -11, 5, 1, 5

Screening results deposited in PubChem BioAssay by several laboratories.

Only part of the results is shown; rates above refer to the full screens.
